# Screening results from PubChem BioAssay.
# CIT2-GFP yeast: yeast TOR pathway CIT2-GFP modulation | S. cerevisiae CIT2-GFP strain, flow cytometry, 3 h; 100 means same as DMSO wells | GFP response vs DMSO, % at 10 µM | actives 0.065% (n = 320,000) | AID 2029;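 active means GFP response relative to DMSO above a set limit, near the screen mean plus 3 SD, cut at about 150% in these data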;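 further: ratio of well median GFP fluorescence to mean of DMSO wells on the plate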
# procasp3 activ: procaspase-3 (human) activation; recombinant procaspase-3 D3A, Ac-DEVD-pNA absorbance 405 nm; P42574; activation, % at 8.5 µM; actives 0.11% (n = 330,000);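 active means activation above the mean of all tested compounds plus 3 SD, cut at about 21% in these data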;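 further: 0% = DMSO alone and 100% = DMSO wells spiked with extra 5 µM PC-3 D3A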
# Target sequence (P42574 whole entry D9A/D28A/D175A): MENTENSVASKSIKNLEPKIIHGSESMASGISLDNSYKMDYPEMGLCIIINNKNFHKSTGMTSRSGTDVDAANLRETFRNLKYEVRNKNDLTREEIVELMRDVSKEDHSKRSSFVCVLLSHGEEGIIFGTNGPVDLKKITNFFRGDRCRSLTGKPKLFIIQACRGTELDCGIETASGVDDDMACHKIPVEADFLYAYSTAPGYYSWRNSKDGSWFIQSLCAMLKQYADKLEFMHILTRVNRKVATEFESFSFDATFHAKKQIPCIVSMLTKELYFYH
#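 Assay system – Procaspase-3 D3A mutant · Benchmarks – DMSO low control, extra-enzyme high control · Technique – 405 nm absorbance of p-nitroaniline, reads at 0 and 120 min · Doses – 8.5 µM nominal · Measure – % activation between DMSO and enzyme-spiked controls · Also added – Ac-DEVD-pNA chromogenic peptide substrate · Schedule – 1 h compound preincubation, 2 h substrate hydrolysis at 25 °C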
# MEP2 TOR yeast: modulators of TOR pathway MEP2-GFP in S. cerevisiae | S. cerevisiae MEP2-GFP strain, flow cytometry GFP, 3 h; 100% = DMSO control level | GFP response vs DMSO, % at 10 µM | AID 2016 | actives 0.51% (n = 330,000);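 active means GFP response versus DMSO above a set limit, roughly screen mean plus 3 SD, cut at about 180% in these data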;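 further: median GFP fluorescence of the barcode-gated MEP2-GFP cells per well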
# AGP1 TOR yeast: modulators of TOR pathway AGP1-GFP in S. cerevisiae; S. cerevisiae AGP1-GFP multiplex flow cytometry, 3 h; GFP as percent of DMSO wells; GFP response vs DMSO, % at 10 µM; actives 0.02% (n = 320,000); AID 2066;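 active means GFP response relative to DMSO above a set limit, near screen average plus 3 SD, cut at about 150% in these data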;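 further: median GFP channel fluorescence of the gated AGP1 strain per well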
# RPL19A-GFP yeast: alters RPL19A-GFP fluorescence in TOR pathway yeast screen; S. cerevisiae RPL19A-GFP strain, flow cytometry, 3 h; hits give low values; percent response vs DMSO, % at 10 µM; actives 0.3% (n = 330,000); AID 2025;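 active means percent response vs DMSO below 50%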;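 further: median channel GFP fluorescence of the barcoded RPL19A-GFP strain; ratio of sample median GFP to plate DMSO average so 100% = DMSO; lower means less RPL19A-GFP as with rapamycin TOR inhibition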
# AHR activator: activates the human aryl hydrocarbon receptor | P35869 | AHR-responsive luciferase reporter cells, luminescence | activation, % at 5 µM | actives 2.5% (n = 320,000) | AID 2796; in the data active means activation above about 47%;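 further: 0% = vehicle wells and 100% = reference agonist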
# procasp7 counter: counter-screen for procaspase-3 activators: activators of human procaspase-7; P55210; recombinant procaspase-7, Ac-DEVD-pNA absorbance 405 nm; D23A/D198A/D206A triple mutant, cannot self-cleave; scale: DMSO 0, 5 µM enzyme 100; activation, % at 8.5 µM; actives 0.093% (n = 330,000);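 active means percent activation above the screen-wide mean plus 3 SD, cut at about 25% in these data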
# Target sequence (P55210 whole entry D23A/D198A/D206A): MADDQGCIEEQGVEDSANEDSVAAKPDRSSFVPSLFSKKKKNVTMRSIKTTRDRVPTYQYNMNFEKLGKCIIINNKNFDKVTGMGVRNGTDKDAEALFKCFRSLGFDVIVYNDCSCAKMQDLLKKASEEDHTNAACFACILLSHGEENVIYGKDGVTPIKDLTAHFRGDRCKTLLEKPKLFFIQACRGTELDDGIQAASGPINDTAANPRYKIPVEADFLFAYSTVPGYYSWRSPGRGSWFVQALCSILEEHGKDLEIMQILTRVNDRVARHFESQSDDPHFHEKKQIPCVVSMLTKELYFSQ
#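 Assay system: Uncleavable procaspase-7 mutant enzyme; Input: 2 µM procaspase-7 mutant as dispensed; Also added: DEVD-pNA substrate; Medium: Zinc-free HEPES pH 7.4 with 300 mM NaCl, 0.01% Triton X-100; Timing: 1 h compound preincubation, 2 h substrate cleavage, 25 °C; Measured by: Epi-absorbance of released pNA at 405 nm, two timepoints.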
# LAP4-GFP MLPCN: modulators of TOR pathway LAP4-GFP in S. cerevisiae; S. cerevisiae LAP4-GFP multiplex, flow cytometry GFP, 3 h; median GFP as percent of DMSO wells; GFP response vs DMSO, % at 10 µM; actives 0.34% (n = 320,000);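 active means GFP response vs DMSO above a set limit, about the screen mean plus 3 SD, cut at about 150% in these data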
# * marks the source's active call; other numbers are inactive results; . = no result given.
molecule	CIT2-GFP yeast	procasp3 activ	MEP2 TOR yeast	AGP1 TOR yeast	RPL19A-GFP yeast	AHR activator	procasp7 counter	LAP4-GFP MLPCN
Cc1cccc(OCCC(=O)NCC(=O)Nc2c(C)cccc2C)c1	96.6	0.0	103.5	92.9	95.8	2.9	5.7	97.7
Cc1cc(C)c(C#N)c(SCc2nc3ccccc3c(=O)[nH]2)n1	101.7	-5.3	103.2	96.6	98.8	51.4*	-4.4	106.8
Cc1cc(C)c(S(=O)(=O)N2CCCC2=O)c(C)c1N(C)S(C)(=O)=O	97.4	.	110.6	98.4	104.1	.	.	103.0
CCn1c(COc2ccccc2C)nnc1SCC(=O)CC(=O)Nc1ccccc1	107.2	-3.7	98.4	108.7	101.9	-3.3	2.7	96.3
COc1cc(OC)cc(-c2c(C#Cc3ccsc3)c3cc(-c4ccc(CN5CCOCC5)cc4)ccc3n2C)c1	70.2	5.3	90.8	77.3	106.0	1.5	11.2	80.2
CC(=O)C1=C(C)NC(=O)CC1c1ccccc1Cl (stereo unspecified)	89.8	-2.2	102.4	99.5	102.2	-1.6	3.2	92.6
CCOC(=O)c1oc2ccc(CNC(C)(C)C)c(Cl)c2c1C	102.0	7.2	98.5	103.7	101.0	4.7	5.2	93.5
O=C(Nc1ccc(S(=O)(=O)N2CCOCC2)cc1)c1cccs1	99.5	8.7	101.7	97.0	95.3	-1.1	0.5	100.0
CCc1ccc(/C=C2/SC(=S)N(CCC(=O)Nc3ccc(C(=O)O)cc3)C2=O)cc1	90.5	-0.8	98.6	91.7	106.0	1.5	4.5	69.0
NC1=NC(=O)C(Cc2cc(Cl)ccc2Cl)S1 (stereo unspecified)	94.0	9.1	101.9	107.9	106.3	-3.0	0.2	107.2
O=[N+]([O-])c1ccc(N2CCN(c3ccccn3)CC2)c(Cl)c1	97.8	-2.8	102.0	97.8	99.9	-5.5	1.5	101.2
CC(C)(C)NC(=O)C1CCN(S(=O)(=O)c2cccc3nsnc23)CC1	111.9	0.8	105.3	110.8	109.1	0.8	-9.0	103.3
Cc1cc(C)c(CSc2ncc(-c3ccc([N+](=O)[O-])cc3)[nH]2)c(C)c1	87.6	-4.3	106.3	94.9	96.3	6.3	-10.6	129.7
Cc1ccc(-c2noc(CN(C)C(=O)c3ccoc3C)n2)cc1	101.8	-8.6	100.3	99.3	104.0	-4.6	4.4	96.4
Clc1ccc(OCCOCCN2CCCCC2)c(Br)c1	104.4	-7.8	97.0	98.5	100.3	2.7	-5.0	100.0
Cc1ccc(NC(=O)NCC(c2ccccc2)N(C)C)cc1 (stereo unspecified)	100.7	-3.1	105.3	95.9	96.7	9.1	-3.8	94.8
O=C(Cn1cnc2c(oc3ccccc32)c1=O)NCc1ccco1	102.7	4.7	99.2	102.6	98.8	7.9	-7.5	104.7
Cc1ccc(OC(C)C(=O)N2CCc3ccccc32)cc1 (stereo unspecified)	102.5	-1.1	106.9	107.8	91.1	23.8	6.9	107.0
CC(=O)/C(=N/Nc1cccc(Cl)c1)N1CCOCC1	104.1	0.6	100.6	94.9	101.8	22.3	10.8	96.0
Cc1ccc(COc2ccccc2-c2cc(C(=O)N/N=C/c3cccnc3)[nH]n2)cc1	95.4	5.3	94.3	97.7	94.3	16.1	7.7	107.7

# (next part)
molecule	CIT2-GFP yeast	procasp3 activ	MEP2 TOR yeast	AGP1 TOR yeast	RPL19A-GFP yeast	AHR activator	procasp7 counter	LAP4-GFP MLPCN
Cc1cc(OCC(=O)Nc2ccc3c(c2)OCCO3)cc(C)c1Cl	93.8	3.0	94.3	93.4	93.1	3.6	1.1	96.9
COC(=O)C1=C(C)C(c2ccc(OC)cc2OC)NC(=O)N1 (stereo unspecified)	97.5	2.1	97.7	99.7	94.1	0.4	6.4	97.5
S=C(Nc1ccccc1Cl)N1CCCC(c2ccccc2)=N1	93.7	2.0	102.0	95.7	96.2	32.6	-11.5	111.3
C#CCOCCOCCOCCNc1nc(N2CCN(C(=O)C(Cc3ccc(O)cc3)n3cc(C(N)C(C)CC)nn3)CC2)nc(N2CCN(C(=O)C(Cc3ccc(O)cc3)n3cc(C(N)C(C)CC)nn3)CC2)n1 (stereo unspecified)	96.3	9.1	98.0	104.4	99.3	-4.7	1.3	107.5
Cc1ccc(NC(=O)CN(C)C(=O)c2ccccc2OCc2c(C)noc2C)cc1	92.2	7.4	106.2	100.3	98.1	-0.3	3.0	104.8
CCN(C(=O)COC(=O)c1cc(NS(=O)(=O)c2ccc(Cl)c([N+](=O)[O-])c2)ccc1O)C1CCCCC1	98.5	4.4	113.5	17.8	99.0	-0.4	8.1	97.7
Cc1cccc(OCCSc2cc(C)nc(N)n2)c1	93.1	-0.5	100.0	94.1	96.6	-2.6	4.8	103.1
CSCc1ccc(C(=O)NCC(c2cccs2)N2CCOCC2)cc1 (stereo unspecified)	95.4	-0.3	102.9	102.5	94.6	0.4	3.9	106.5
CC(=O)OC(C(=O)NC1CCCCC1)c1ccncc1 (stereo unspecified)	98.1	2.5	93.6	104.0	98.5	-0.7	5.7	96.6
CCCCNc1nc2cccnc2s1	104.3	-5.0	93.8	98.5	100.5	0.0	1.1	97.5
CSc1nnc(C)c(=O)n1COC(=O)COc1ccc(Cl)cc1	106.9	8.3	114.3	102.9	101.4	-0.6	3.2	103.6
CC(C)(C)c1ccc(-n2ncc3c2CCCC3NC(=O)CCN2CCCCC2=O)cc1 (stereo unspecified)	104.6	1.9	106.2	99.8	99.8	2.4	0.3	111.1
Cc1cccc(NC(=S)N2CCCCC2)c1	107.2	-3.6	108.8	108.0	103.7	-1.2	-1.8	102.1
O=C(NCc1cccs1)c1cccnc1C(=O)O	96.7	4.3	99.4	98.9	97.3	-1.4	-1.5	96.3
COc1ccccc1NC(=O)NCc1nc(-c2ccc(C(F)(F)F)cc2)no1	99.5	-11.3	98.1	101.2	100.0	4.8	4.6	99.5
Clc1ccc2oc(-c3cccnc3NCc3ccccc3)nc2c1	97.8	11.9	104.6	96.7	101.4	9.2	11.5	106.2
COCCCNC(=O)CC(NS(=O)(=O)c1ccc(Cl)cc1)c1ccc(OC)cc1 (stereo unspecified)	95.3	-0.1	93.4	98.1	94.8	2.0	-1.8	91.8
COCC1CCCCN1C(=O)c1cccc(OC2CCN(S(C)(=O)=O)CC2)c1 (stereo unspecified)	120.6	-1.1	110.6	109.4	110.0	-3.4	3.8	90.2
Cc1cccc(C(=O)N/N=C/C(C)Cc2ccc3c(c2)OCO3)c1 (stereo unspecified)	95.4	-2.4	100.0	97.8	101.3	6.2	5.7	99.1
CSc1nc(-c2ccccc2)nc(SC)c1C(C)=O	98.3	-0.2	99.0	98.0	99.5	9.3	-3.2	99.5

# The list continues:
molecule	CIT2-GFP yeast	procasp3 activ	MEP2 TOR yeast	AGP1 TOR yeast	RPL19A-GFP yeast	AHR activator	procasp7 counter	LAP4-GFP MLPCN
CCc1ccc(-c2c(C)sc(NC(C)=O)c2C(N)=O)cc1	81.7	-7.0	93.8	86.6	86.7	-0.9	-25.1	97.8
CC(C)(C)c1nc(SCC(=O)N2CC(=O)Nc3ccccc32)c2ccccc2n1	107.5	-2.2	63.1	84.4	100.3	-0.5	7.7	100.2
CC(C)NC(=S)N/N=C/c1cc(Br)ccc1O	109.0	14.5	108.0	95.3	109.2	12.8	11.8	80.2
C=CCSc1nc(C)c(CC(=O)OCCCC)c(=O)[nH]1	98.4	3.5	99.9	100.5	98.3	0.9	-6.2	96.7
O=C(Nc1ccc(S(=O)(=O)Nc2nccs2)cc1)c1ccc(S(=O)(=O)N2CCOCC2)cc1	110.3	1.5	95.6	103.8	102.3	1.1	2.8	98.6
CCN(CC)C(=O)C1CCCN(c2ccccc2[N+](=O)[O-])C1 (stereo unspecified)	88.7	1.8	97.9	97.6	93.2	0.4	4.9	97.2
O=C1C(=O)N(C/C=C/c2ccccc2)c2ccccc21	102.3	-0.7	97.4	98.1	106.0	1.8	-1.2	101.4
O=C(NCc1nc2ccccc2[nH]1)C1CCCCC1	100.7	12.8	90.1	93.5	93.1	0.0	6.8	92.2
COc1ccc(OC)c(-n2nnnc2SCC(=O)Nc2nc(C)c(C)s2)c1	103.9	0.2	98.7	103.2	101.2	34.4	10.1	95.5
CCc1ccc(NC(=O)CC2C(=O)NCCN2C(=O)c2ccc(F)cc2)cc1 (stereo unspecified)	92.4	-4.3	94.9	98.5	95.2	4.8	4.8	100.5
CCOc1ccccc1NC(=S)N(CCOC)C1CCN(C(C)=O)CC1	95.0	5.7	100.0	97.2	91.3	1.4	1.0	99.5
Nc1c(Cl)ncnc1NCCO	78.8	4.0	105.2	94.5	102.8	0.6	6.2	91.9
CC(C)CN1C(=O)c2ccc(NC(=O)C3CC3)cc2C1=O	108.6	3.3	101.5	98.8	113.6	-1.6	5.8	81.7
CC(/C=N/N1C(=O)CSC1=S)=C\c1ccccc1	.	-11.8	89.5	83.6	83.5	3.7	-9.3	105.3
N#Cc1c(NC(=O)c2ccc([N+](=O)[O-])o2)sc2c1CCC2	88.3	3.9	90.8	80.1	97.2	3.8	1.8	124.7
C/C(CC(=O)Nc1ccc(OCc2ccccc2)cc1)=N\NC(=O)C(=O)Nc1ccc(C)c(Cl)c1	94.3	6.7	108.3	99.8	101.8	0.7	-5.5	94.0
Cc1ccc(C(=O)CC(=O)c2cccc(F)c2)c(O)c1	94.7	-23.0	100.0	102.5	99.5	19.3	-65.8	109.0
CCOC(=O)N/N=C\c1ccc(OC/C=C/c2ccccc2)c(OC)c1	102.7	0.3	107.0	95.8	90.9	33.9	6.8	102.8
Cn1cc(CN2CCCC(C(=O)c3ccc(-c4ccccc4)cc3)C2)cn1 (stereo unspecified)	92.3	-4.0	102.0	93.4	100.8	-0.1	-7.3	97.8
Cc1cccc(C(=O)OCC(=O)N2CCCC2=O)c1O	90.8	-6.7	106.1	98.1	98.5	1.1	-3.7	120.9

# (list continues)
molecule	CIT2-GFP yeast	procasp3 activ	MEP2 TOR yeast	AGP1 TOR yeast	RPL19A-GFP yeast	AHR activator	procasp7 counter	LAP4-GFP MLPCN
ClCC1CN(Cc2ccccc2Cl)CCO1 (stereo unspecified)	91.9	1.7	96.5	91.7	93.9	2.5	2.1	92.4
CCN(CC)c1ccc(NC(=O)c2ccccc2OCC(=O)OC)cc1	104.0	2.0	103.3	101.3	103.2	5.5	-6.2	99.0
Cc1ccc(Cl)cc1N1CCN(C(=O)Cc2c(C(=O)O)[nH]c3ccccc23)CC1	93.6	-0.2	94.2	97.4	97.4	7.8	12.0	90.6
Cc1ccc(Nc2nc(N)nc(CSc3nncn3C)n2)cc1	86.2	-0.5	82.7	.	86.3	21.0	7.2	86.1

# Reformatted: entries from further up
# Below each compound – CIT2-GFP yeast | procasp3 activ | MEP2 TOR yeast | AGP1 TOR yeast | RPL19A-GFP yeast | AHR activator | procasp7 counter | LAP4-GFP MLPCN
> ClCC1CN(Cc2ccccc2Cl)CCO1 (stereo unspecified)
  91.9 | 1.7 | 96.5 | 91.7 | 93.9 | 2.5 | 2.1 | 92.4
> CCN(CC)c1ccc(NC(=O)c2ccccc2OCC(=O)OC)cc1
  104.0 | 2.0 | 103.3 | 101.3 | 103.2 | 5.5 | -6.2 | 99.0
> Cc1ccc(Cl)cc1N1CCN(C(=O)Cc2c(C(=O)O)[nH]c3ccccc23)CC1
  93.6 | -0.2 | 94.2 | 97.4 | 97.4 | 7.8 | 12.0 | 90.6
